PKA-R1A act: PKA-R1A complex activation; activation, % at 11.4 µM; P00514+P68181; PKA-R1A dissociation, Cy5-IP20 fluorescence polarization; scaled: DMSO 0%, 113 µM cGMP 100%; hit rate 0.083% among 340,000; AID 504707;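 active = percent activation above the mean of all tested compounds plus 3 SD, cut at about 19% in these data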;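 note: higher means more PKAc released from R1A so a rise in polarization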
DSG3 Ab inh: human desmoglein-3 autoantibody binding inhibition; P32926; DSG3-coupled beads, scFv-anti-DSG3-GFP binding, flow cytometry; stronger effect = lower value; binding (percent of control), % at 10 µM; hit rate 0.48% among 310,000;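 active = binding more than 3 SD below its plate's average and above zero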;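 note: hits lower antibody fragment binding to DSG3; some compounds called inactive have numbers as strong as hits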
Mot1-301 SUMO: inhibitors of SUMOylation pathway: yeast Mot1-301 growth rescue; growth rescue, % at 18.8 µM; S. cerevisiae Mot1-301 growth rescue, ATP luminescence, 38.5C; percent above DMSO median, 100 means doubled; hit rate 1% among 320,000;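 active = every valid replicate shows activation above 250% relative to neutral control wells; inactive = the rest, any valid replicate at or below 250%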;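 note: OY570 slx delta 5 strain wells were the positive control but not used for scaling; some compounds called inactive have numbers as strong as hits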
phage Ecoli inh: E. coli growth loss with phage present; hit rate 0.26% among 360,000; growth absorbance; inhibition, % at 11.9 µM; AID 651602; in the data active = inhibition above about 11%
HTR5A ag ctr: HTR5A agonism, opioid heterodimer counter-screen; P47898; HTR5A agonist assay, luminescence, cell-based; activation, % at 9.3 µM; hit rate 0.61% among 340,000; in the data active = activation mostly above about 9.5%, no sharp cut-off; inactive = mostly below about 7.6%;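 note: 0% = cells with vehicle only and 100% = reference agonist; strong numbers were not always called active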
Target sequence (P47898 whole entry, looked up): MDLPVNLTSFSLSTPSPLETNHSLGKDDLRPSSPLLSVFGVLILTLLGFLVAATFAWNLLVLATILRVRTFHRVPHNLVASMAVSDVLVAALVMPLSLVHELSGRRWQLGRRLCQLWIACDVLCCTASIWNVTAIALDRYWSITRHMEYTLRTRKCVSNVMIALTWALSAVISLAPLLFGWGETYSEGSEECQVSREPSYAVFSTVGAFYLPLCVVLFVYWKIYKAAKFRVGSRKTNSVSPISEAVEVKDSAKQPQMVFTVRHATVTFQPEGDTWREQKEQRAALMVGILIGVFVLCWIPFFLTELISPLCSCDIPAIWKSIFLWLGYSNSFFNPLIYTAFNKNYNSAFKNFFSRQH
HTR5A inv ctr: counter-screen for OPRM1-OPRD1 inverse agonists: human HTR5A inverse agonism; inhibition, % at 9.3 µM; P47898; HTR5A cell line, luminescence; AID 504634; hit rate 0.083% among 340,000; in the data active = inhibition mostly above about 23%, no sharp cut-off; inactive = mostly below about 18%;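 note: 0% = cells with DMSO and 100% = no-cell wells with DMSO; some compounds called inactive have numbers as strong as hits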
PfHsp90 yeast 2: reduces growth (ATP signal) of yeast expressing P. falciparum Hsp90 | S. cerevisiae expressing PfHsp90, BacTiter-Glo ATP, 48 h; yeast lacking PDR1 and PDR3 efflux regulators | hit rate 0.32% among 310,000 | inhibition, % at 9.4 µM;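 active = every replicate shows inhibition above about 80%, whatever the replicate mean, limit read from the data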;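 note: 0% = DMSO neutral controls and 100% = 20 µM radicicol positive controls; yeast relying on Plasmodium falciparum Hsp90 in place of its own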
MOR-DOR inv ag: inverse agonist of human OPRM1-OPRD1 heterodimerization; cell-based MOR-DOR heterodimer luminescence, inverse agonism; inhibition, % at 9.3 µM; AID 504357; P35372+P41143; hit rate 0.21% among 340,000; in the data active = inhibition above about 22%, passing the limit was not always enough;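 note: 0% = cells with DMSO and 100% = wells without cells with DMSO; values of inactives mirror those of a sister screen read the other way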
OPRM1-OPRD1 ag: agonists of human mu-delta opioid receptor heterodimerization | P35372+P41143 | activation, % at 9.3 µM | AID 504326 | cells, OPRM1-OPRD1 heterodimerization, luminescence | hit rate 0.3% among 340,000; in the data active = activation above about 18%;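 note: 0% = vehicle-treated cells and 100% = reference agonist; values of inactives mirror those of a sister screen read the other way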
AddAB inh: less growth of phage-infected E. coli with AddAB; E. coli expressing H. pylori AddAB, absorbance growth; inhibition, % at 11.9 µM; hit rate 0.29% among 330,000; in the data active = inhibition above about 12%;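 note: 0% = vehicle wells of infected cells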
Ecoli viability: bacterial growth inhibition, counter-screen for AddAB inhibitors; E. coli V3065 growth, OD600 absorbance, 18 h; AID 449728; hit rate 0.27% among 330,000; inhibition, % at 11.9 µM;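 active = inhibition above the campaign's mean inhibition across all tested compounds plus 3 SD, cut at about 9.9% in these data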;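 note: uninfected addAB+ strain grown without phage in ampicillin broth; 0% = DMSO wells and 100% = ciprofloxacin 0.95 µg/ml wells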
Starred values were filed as active, the others as inactive; nt = not tested or not shown.

entry | mol | PKA-R1A act | DSG3 Ab inh | Mot1-301 SUMO | phage Ecoli inh | HTR5A ag ctr | HTR5A inv ctr
1 | Cc1nc2ccc(NC(=O)c3ccc(Cl)c([N+](=O)[O-])c3)cc2s1 | -3 | 103 | 1 | 1.2 | -3 | 9
2 | COc1ccc(CN2CCCC(C(=O)Nc3cccc(-n4cccn4)c3)C2)cc1 (configuration not stated) | -19 | 102 | 10 | -0.3 | -1 | 11
3 | CCCC(=O)C1=C(O)C(C(=O)OC)C(C)(C)CC1=Nc1ccncc1 (configuration not stated) | 7 | 101 | -2 | -0.2 | 4 | 6
4 | COc1ccc(C(=O)N/N=C(\C)CC(=O)Nc2ccccn2)cc1OC | -9 | 110 | 9 | 0.0 | 4 | -12
5 | CC(C(=O)Nc1ccccc1C(=O)N1CCOCC1)N(c1ccccc1)S(C)(=O)=O (configuration not stated) | -1 | nt | -7 | 2.1 | 4 | 11
6 | O=C(NCc1ccc(C(F)(F)F)cc1)C1CC(c2c(Cl)cccc2Cl)=NO1 (configuration not stated) | 6 | 105 | -11 | 3.6 | 0 | 9
7 | CC1CN(C(=O)c2cc3cc(F)ccc3[nH]2)CC(C)O1 (configuration not stated) | -8 | 103 | -4 | 3.4 | -2 | 8
8 | COc1ccc(S(=O)(=O)NNC(=O)c2csc(-n3nc(C)cc3C(F)(F)F)n2)cc1 | -2 | nt | 269 | 1.6 | 2 | -12
9 | Cc1cccc(N2CCN(C(=O)N3CCOCC3)CC2)c1C | -7 | 106 | -7 | 3.5 | -16 | -5
10 | CSc1nc2sc3c(c2c(=O)[nH]1)CCc1ccccc1-3 | -4 | 91 | 5 | 2.5 | 12* | -28
11 | COc1ccccc1C(=O)NNC(=O)c1cccc(Cl)c1 | 0 | 95 | -28 | 1.6 | 2 | 15
12 | O=C(/C=C/c1cn(CC(O)CN2CCCCC2)c2ccccc12)c1ccccc1 (configuration not stated) | -8 | nt | nt | -0.1 | 0 | -2

entry | PfHsp90 yeast 2 | MOR-DOR inv ag | OPRM1-OPRD1 ag | AddAB inh | Ecoli viability
1 | -7 | -6 | 1.1 | 5.1 | 3.0
2 | 16 | -1 | 0.2 | 1.2 | -0.4
3 | nt | 12 | -2.5 | 0.2 | -2.2
4 | -10 | -8 | 1.0 | 2.4 | 0.9
5 | 5 | 14 | -2.3 | -1.2 | 0.4
6 | 16 | -9 | 1.6 | 2.2 | 1.3
7 | 15 | 11 | -2.4 | nt | nt
8 | 8 | 5 | -0.9 | 1.6 | -1.7
9 | 2 | 18 | -3.7 | -2.2 | -2.2
10 | -12 | -20 | 4.2 | 1.6 | -0.2
11 | -5 | -3 | 0.5 | 1.3 | -1.8
12 | 3 | 1 | -0.1 | nt | nt

Other records
entry | mol | PKA-R1A act | DSG3 Ab inh | Mot1-301 SUMO | phage Ecoli inh | HTR5A ag ctr | HTR5A inv ctr
13 | CCCN1Cc2cccc(C(N)=O)c2C1=O | 4 | 107 | 2 | 2.2 | 3 | -14
14 | O=C(NCc1ccccn1)c1cn(CCc2ccccc2)nn1 | 7 | 97 | 186 | 2.3 | 0 | -17
15 | S=c1[nH]nc(-c2ccco2)n1/N=C/c1ccc(Cl)cc1Cl | 2 | 97 | 7 | 1.9 | -6 | 14
16 | COC(CNc1ccc([N+](=O)[O-])c(NCC(OC)OC)c1C#N)OC | -2 | 104 | -5 | 3.8 | 0 | -1
17 | O=C(CSc1ncccn1)N1CCC(Cc2ccccc2)CC1 | 8 | 111 | nt | 1.1 | -4 | 4
18 | C=CCNC(=S)NCC1COc2ccccc2O1 (configuration not stated) | -8 | 101 | 4 | 5.0 | 6 | -15
19 | CCCOc1ccc(C(=O)NCC(C)(C)N2CCOCC2)cc1 | -1 | 115 | nt | 3.3 | -4 | 9
20 | O=C(NCCc1ccccc1)[C@@H]1CC=C[C@@H]2CCN(Cc3ccc(Cl)c(Cl)c3)C(=O)[C@@H]21 | 15 | 107 | -1 | 1.9 | -2 | 6
21 | Cc1cc(C)c(C)c(OCCN2CCOCC2)c1 | 0 | 119 | -1 | 1.6 | -1 | 2
22 | Cn1cc([N+](=O)[O-])c(C(=O)N/N=C/c2ccccc2)n1 | 2 | 87 | -4 | 1.1 | -7 | 19
23 | Cn1c(N)c(C(=O)COC(=O)c2cc(S(=O)(=O)NCc3ccccc3)ccc2O)c(=O)n(C)c1=O | -8 | 105 | nt | -0.7 | 2 | -5
24 | O=C(O)c1ccc(OCC(O)Cn2c3ccccc3c3ccccc32)cc1 (configuration not stated) | 0 | 92 | 7 | 2.5 | 1 | -2

entry | PfHsp90 yeast 2 | MOR-DOR inv ag | OPRM1-OPRD1 ag | AddAB inh | Ecoli viability
13 | -10 | -1 | 0.3 | 2.2 | 0.5
14 | 7 | 12 | -2.4 | 0.9 | -0.2
15 | -24 | 10 | -2.1 | -0.2 | -1.9
16 | -13 | 7 | -1.3 | 0.8 | -1.6
17 | nt | 11 | -2.3 | 2.8 | 0.6
18 | 2 | 6 | -1.0 | 2.7 | -2.0
19 | -14 | 12 | -2.6 | -1.1 | -2.6
20 | -19 | -14 | 2.6 | 1.9 | -1.7
21 | 24 | 11 | -2.3 | 2.2 | -1.4
22 | -2 | 1 | -0.2 | 1.2 | 0.5
23 | 0 | 11 | -2.8 | nt | nt
24 | -7 | 10 | -2.1 | -0.7 | -0.6

Filtered by structure, those above with an aryl methoxy group (4)
entry | mol | PKA-R1A act | DSG3 Ab inh | Mot1-301 SUMO | phage Ecoli inh | HTR5A ag ctr | HTR5A inv ctr
2 | COc1ccc(CN2CCCC(C(=O)Nc3cccc(-n4cccn4)c3)C2)cc1 (configuration not stated) | -19 | 102 | 10 | -0.3 | -1 | 11
4 | COc1ccc(C(=O)N/N=C(\C)CC(=O)Nc2ccccn2)cc1OC | -9 | 110 | 9 | 0.0 | 4 | -12
8 | COc1ccc(S(=O)(=O)NNC(=O)c2csc(-n3nc(C)cc3C(F)(F)F)n2)cc1 | -2 | nt | 269 | 1.6 | 2 | -12
11 | COc1ccccc1C(=O)NNC(=O)c1cccc(Cl)c1 | 0 | 95 | -28 | 1.6 | 2 | 15

entry | PfHsp90 yeast 2 | MOR-DOR inv ag | OPRM1-OPRD1 ag | AddAB inh | Ecoli viability
2 | 16 | -1 | 0.2 | 1.2 | -0.4
4 | -10 | -8 | 1.0 | 2.4 | 0.9
8 | 8 | 5 | -0.9 | 1.6 | -1.7
11 | -5 | -3 | 0.5 | 1.3 | -1.8

Arranged by SMILES length (largest number first): some entries from above
entry | mol | PKA-R1A act | DSG3 Ab inh | Mot1-301 SUMO | phage Ecoli inh | HTR5A ag ctr | HTR5A inv ctr
22 | Cn1cc([N+](=O)[O-])c(C(=O)N/N=C/c2ccccc2)n1 | 2 | 87 | -4 | 1.1 | -7 | 19
17 | O=C(CSc1ncccn1)N1CCC(Cc2ccccc2)CC1 | 8 | 111 | nt | 1.1 | -4 | 4
18 | C=CCNC(=S)NCC1COc2ccccc2O1 (configuration not stated) | -8 | 101 | 4 | 5.0 | 6 | -15

entry | PfHsp90 yeast 2 | MOR-DOR inv ag | OPRM1-OPRD1 ag | AddAB inh | Ecoli viability
22 | -2 | 1 | -0.2 | 1.2 | 0.5
17 | nt | 11 | -2.3 | 2.8 | 0.6
18 | 2 | 6 | -1.0 | 2.7 | -2.0
